TAG inh: reduces triacylglycerol accumulation in H9c2 cells; actives 0.66% (n = 230,000); AID 651582; inhibition, % at 12.5 µM; Nile Red lipid (TAG) fluorescence; cells loaded with 200 µM oleic acid;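 active = pattern-corrected inhibition of lipid staining of at least 50% with the nuclear-stain viability signal not falling by more than 50%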;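 also: 0% = DMSO wells and 100% = triacsin C control wells; some results filed as inactive read as strong as hits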
TAG inh DAPI viability: second read-out of TAG inh, no call of its own (marks repeat the call); DAPI nuclei signal change (viability), lower = more cytotoxic, %;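 whole-well DAPI fluorescence read on a plate reader as a viability signal; minus 50 percent equals half of cells still viable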
An asterisk follows results filed as active.

SMILES	TAG inh	TAG inh DAPI viability
COc1ccccc1NS(=O)(=O)c1cc(NC(=O)CCC2CCCC2)ccc1N1CCOCC1	4	-1
O=C(CNC(=O)c1cn2ccccc2n1)Nc1ccc(F)c(F)c1	-12	0
O=C(Nc1ccc2nc(-c3ccco3)[nH]c2c1)c1ccco1	5	2
C/C(=N\OCC(=O)Nn1c(=O)[nH]c2ccccc2c1=O)c1cccs1	-5	2
O=S(=O)(c1ccccc1)N1CCCC1c1nc2ccccc2s1 (configuration not stated)	-29	9
COC(=O)[C@@H]1C[C@H]1[C@@H](NC(=O)c1ccccc1)c1ccccc1	9	0
Cc1ccc(C(=O)C2CCN(S(=O)(=O)c3c(C)noc3C)CC2)cc1	11	-8
COc1cc(C)nc(N2CCCC(C(=O)Nc3ccccc3Br)C2)n1 (configuration not stated)	-13	-1
Cn1c(SCC(=O)c2ccc(F)cc2)nc2cccnc21	-10	2
c1ccc(-c2cncn2-c2ccccc2)cc1	-15	5
O=C1CSC(c2cccnc2)N1Cc1ccc(Cl)cc1Cl (configuration not stated)	-3	10
COc1ccc(C)cc1NC(=O)NNC(=O)C(C)Oc1ccc([N+](=O)[O-])cc1 (configuration not stated)	-10	-4
Fc1ccccc1NC(=S)N(CCN1CCCCCC1)Cc1cccs1	1	-5
C#CCn1c(=O)cc(C)c2ccccc21	-6	-4
Cc1ccc(NC(=O)N2CCCC2)cc1Cl	-2	-2
c1cncc(CSc2nnc3ccc(-c4ccncc4)nn23)c1	4	1
COc1ccc(-c2ccc(OC)cc2C(=O)O)cc1	3	0
Cn1ncc(N=Cc2ccccc2O)c1C(=O)N1CCOCC1	1	0
CC(C)(C)NC(=O)NC(=O)COC(=O)C1=COCCO1	5	3
CC(=O)Nc1c(C(=O)N2CCCCCC2)cnn1-c1ccccc1Cl	7	-5
CCNc1nc(N2CCOCC2)nc(N(c2ccccc2)c2ccccc2)n1	23	-8
CCS(=O)(=O)N1Cc2ccccc2CC1C(=O)Nc1cccc(C)c1 (configuration not stated)	-2	1
NCCCC[C@@H]1NC(=O)c2cc([N+](=O)[O-])cc(F)c2NCCCC[C@@H](C(N)=O)NC(=O)CNC1=O	8	4
O=C(CCS(=O)(=O)c1ccccc1)Nc1nccs1	10	-2
CCNC(=O)NC(=O)CSc1ccc(S(=O)(=O)N2CCOCC2)cn1	0	-8
CCCc1nc2ccccc2c(C(=O)OCc2nnc(-c3cc(OC)c(OC)c(OC)c3)o2)c1CC	19	0
Cc1nc(NC2CCCCC2)c2nnn(Cc3ccccc3Cl)c2n1	3	3
COc1ccccc1C(=O)Nc1ccncc1	7	-11
COc1cc(F)cc(C2=CC(=O)C[C@H](c3ccc(F)cc3)C2)c1	1	3
C[C@@]12C(=O)N(c3cccc(F)c3)C(=O)N1[C@@H]1c3ccccc3OC[C@@H]1[C@H]2c1ccccc1	-5	-5
CC(=O)Nc1ccc(NC(=O)CN2CCCC(C)C2)c(Cl)c1 (configuration not stated)	3	5
COCc1nnc(NC(=O)C23CC4CC(CC(C4)C2)C3)s1	-10	-4
COc1cc2nc(COc3ccccc3[N+](=O)[O-])oc(=O)c2cc1OC	11	-1
O=C(COc1ccc(F)cc1)N1CCC(c2ccccc2)C1 (configuration not stated)	-5	-50
CSc1ccccc1NC(=O)c1cc2c(=O)n3ccccc3nc2s1	8	6
Cc1ccc(NC(=O)C(C)OC(=O)C2CC3CCCC(C2)C3=O)cc1S(=O)(=O)N1CCOCC1 (configuration not stated)	18	0

Complete entries as entered above:
COc1cc(F)cc(C2=CC(=O)C[C@H](c3ccc(F)cc3)C2)c1 as listed: TAG inh = 1; TAG inh DAPI viability = 3
Cc1nc(NC2CCCCC2)c2nnn(Cc3ccccc3Cl)c2n1 as listed: TAG inh = 3; TAG inh DAPI viability = 3

3 consecutive entries from above:
SMILES	TAG inh	TAG inh DAPI viability
CCNC(=O)NC(=O)CSc1ccc(S(=O)(=O)N2CCOCC2)cn1	0	-8
CCCc1nc2ccccc2c(C(=O)OCc2nnc(-c3cc(OC)c(OC)c(OC)c3)o2)c1CC	19	0
Cc1nc(NC2CCCCC2)c2nnn(Cc3ccccc3Cl)c2n1	3	3

Other structures.
SMILES	TAG inh	TAG inh DAPI viability
CN1C(=O)C(CC(=O)Nc2ccc(F)cc2)N(Cc2cccs2)C1=S (configuration not stated)	-1	5
CC(C)(C)Nc1nc(Oc2ccc(=O)[nH]n2)nc(N2CCOCC2)n1	3	0
COc1ccccc1C(c1nnnn1Cc1ccccc1)N1CCN(c2nc3ccccc3s2)CC1 (configuration not stated)	3	-12
COCCCNC(=S)N/N=C/c1ccc(O)cc1O	8	8
CC1Sc2ccc(C(=O)NCc3ccccn3)cc2NC1=O (configuration not stated)	21	-6
O=c1c2cc(F)ccc2sn1-c1ccccc1Cl	10	-1
CCCC(C)C(=O)Nc1ccc(Cl)cn1 (configuration not stated)	-11	0
CS(=O)(=O)Nc1ccccc1C(=O)Nc1ccccc1Cl	-5	-13
CC(=O)Nc1ccc(S(=O)(=O)NCc2nnnn2-c2ccc(Cl)cc2)cc1	21	-5
O=c1c2cnn(-c3ccccc3)c2ncn1Cc1ccccc1	-24	-2
N#Cc1nc(COc2ccc(F)cc2)oc1N1CCN(Cc2ccccc2)CC1	-68	4
CC1(C(=O)NCc2ccccc2)Cc2c(-c3cccc(C(N)=O)c3)ccnc2O1 (configuration not stated)	55*	-42*

Among those listed so far, these contain an NH in an aromatic ring.
SMILES	TAG inh	TAG inh DAPI viability
O=C(Nc1ccc2nc(-c3ccco3)[nH]c2c1)c1ccco1	5	2
C/C(=N\OCC(=O)Nn1c(=O)[nH]c2ccccc2c1=O)c1cccs1	-5	2
CC(C)(C)Nc1nc(Oc2ccc(=O)[nH]n2)nc(N2CCOCC2)n1	3	0

The list goes on.
SMILES	TAG inh	TAG inh DAPI viability
CC(C)(C)C(=O)/C(=C/c1cccc([N+](=O)[O-])c1)n1cncn1	112	-73
O=C(O)CCN1C(=O)C(=C2CCCCCC2)SC1=S	0	-1
COCOc1cccc(CN2CCC(C)(Oc3cccc(C#N)c3)C2)c1 (configuration not stated)	1	11
O=C(O)C1C2C=CC(C2)C1C(=O)NCCc1ccncc1 (configuration not stated)	-14	7
O=C(Nc1c(F)cccc1F)C(c1ccccc1)c1ccccc1	-11	2
CCCC(=O)Nc1ccc(C(=O)n2ccc(C)n2)cc1	-3	0
O=C(CN1C(=O)CCC1=O)NNc1ccc2ccccc2c1	-15	3
N#Cc1cccc(OC(=O)C2CCN(C(=O)c3ccc(F)cc3)CC2)c1	10	5
COc1cccc(CN(C)C(=O)c2cc(S(=O)(=O)N3CCN(c4ccccc4)CC3)ccc2Cl)c1	-16	-1
O=S(=O)(CCc1nc2ccccc2o1)c1ccc(Cl)c(Cl)c1	-4	7
Cc1ccccc1-c1noc(-c2ccc(Cl)cc2)n1	9	-5
Cc1cc(C(=O)Nc2nc3ccc(Cl)cc3s2)nn1C	-10	6
CCCOc1ccc(-c2nnn(CC(=O)N3CCCC(C)C3)n2)cc1 (configuration not stated)	-5	-1
COC(=O)C1=C(C(=O)OC)SC2(S1)C(C(=O)OC)=C(C(=O)OC)SC1=C2c2cc(C)ccc2NC1(C)C	-5	0
COc1cnn(-c2cccc(Cl)c2)c(=O)c1Cl	0	0
COc1cc(C=NNc2nc3c([nH]2)c(=O)n(C)c(=O)n3C)ccc1O	1	2
CS(=O)(=O)N1CCC(C(=O)Nc2cc(Cl)cc(Cl)c2)CC1	12	-9
O=C(N/N=C/c1ccc(OCc2ccccc2)cc1)c1ccc(O)cc1	-13	-1
c1ccc(Nc2ccnc(Nc3ccccc3)n2)cc1	-18	16
CC(=O)c1cccc(NC(=O)NNC(=O)CCC(=O)Nc2ccc(C)c(C)c2)c1	6	3
Cn1cc(CN2CCN(CC(C)(C)C)C(CCO)C2)c2ccccc21 (configuration not stated)	9	2
Cc1ccc2[nH]c(=O)c(CN(C)C(=O)c3cccs3)cc2c1	14	-3
CC(=O)Oc1ccc2occ(C(=O)c3ccccc3)c2c1	-6	2
CCOC(=O)N1CCN(C(=O)COC(=O)c2cc(Cl)c(O)c(Cl)c2)CC1	-1	-3
Cc1csc(NC(=O)c2cc(C)nc3ccccc23)n1	-5	3
Cc1cccc(NC(=O)c2ccc(-n3cccn3)c([N+](=O)[O-])c2)c1	2	-2
COc1ccc(NC(=O)c2sc(SCc3ccccc3)nc2N)cc1	-17	-2
COc1ccc(Nc2nc3c(C)cccc3cc2C#N)cc1	-5	9
Cc1cc(Cl)cc(Cl)c1OCCN1CCCC1	9	4
CCOC(=O)CC(=O)Nc1ncnc2c1C(c1ccccc1)c1c(ccc3ccccc13)O2 (configuration not stated)	-5	5
O=C(CSc1nc(=O)n2ccccc2n1)N1N=C(c2cccs2)CC1c1ccc(F)cc1 (configuration not stated)	0	-9
O=C(Nc1ccc(Oc2ccc(Br)cc2)cc1)C1=CC=CN2CCS(=O)(=O)N=C12	15	1
O=C1NC(=O)C(=CC=Cc2ccccc2)S1	2	7
N#Cc1cccc(CN2CCC(=O)N([C@H](CO)Cc3ccccc3)CC2)c1	9	-2
CN(C)/C=C1\N=C(c2ccc3c(c2)OCO3)OC1=O	2	1
C=C(C)CN(CC)C(=O)CN1C(=O)NC2(CCCc3ccccc32)C1=O (configuration not stated)	-1	13

Of the compounds above, 6 contain an aryl thioether with sulfur outside any ring:
SMILES	TAG inh	TAG inh DAPI viability
Cn1c(SCC(=O)c2ccc(F)cc2)nc2cccnc21	-10	2
c1cncc(CSc2nnc3ccc(-c4ccncc4)nn23)c1	4	1
CCNC(=O)NC(=O)CSc1ccc(S(=O)(=O)N2CCOCC2)cn1	0	-8
CSc1ccccc1NC(=O)c1cc2c(=O)n3ccccc3nc2s1	8	6
COc1ccc(NC(=O)c2sc(SCc3ccccc3)nc2N)cc1	-17	-2
O=C(CSc1nc(=O)n2ccccc2n1)N1N=C(c2cccs2)CC1c1ccc(F)cc1 (configuration not stated)	0	-9

Continuation:
SMILES	TAG inh	TAG inh DAPI viability
O=C(NC1CC1)C1CCCN(C(=O)NC2CCCCC2)C1 (configuration not stated)	9	-16
[N-]=[N+]=NC[C@H](Cc1ccccc1)N1CCN(Cc2ccccc2)CCC1=O	0	-7
CCOC(=O)C1(C)NC(c2ccc(OC)cc2OC)C2C(=O)N(c3cccc(OC)c3)C(=O)C21 (configuration not stated)	-9	-1
C=CCOC(=O)C1=C(C)Nc2nnnn2C1c1cccc(OC)c1OC (configuration not stated)	15	-6
COc1ccccc1C(=O)OCc1cc(=O)n2ccsc2n1	-10	7
Cc1cc(C)c(S(=O)(=O)N2CCCCC2CCNC(=O)C(=O)NCC2CCCO2)c(C)c1 (configuration not stated)	3	-7
CC(=NNC(=S)N1CC2CCC(CC2)C1)c1cccc(C)n1	53*	-36*
O=C1C2C3C=CC(C2C(=O)N1c1ccc(O)cc1)C1C2C(=O)N(c4ccc(O)cc4)C(=O)C2C31 (configuration not stated)	-10	5
COc1ccc(CCNC(=O)Cn2c(=O)n(CCCC(=O)NCc3ccco3)c(=O)c3sccc32)cc1OC	-9	4
COc1ccc(OCc2cc(C(=O)N[C@H]3CCCCNC3=O)no2)c(Cl)c1	5	6
O=C1CC(SC2=NCCS2)C(=O)N1c1cccc(Cl)c1Cl (configuration not stated)	7	1
O=C(COC(=O)C1CC2C=CC1C2)Nc1cccc(S(=O)(=O)N2CCCCCC2)c1 (configuration not stated)	-11	14
CCN(CC)C1CCN(C(=O)c2ccc(OC3CCN(CCc4ccccc4)CC3)cc2)C1 (configuration not stated)	13	5
CCNc1nnc(-c2ccncc2)s1	12	13
CC1CCCN(S(=O)(=O)c2coc(C(N)=O)c2)C1 (configuration not stated)	-13	-2
COCCCN(CC(=O)O)S(=O)(=O)c1cccc(Cl)c1	17	-6
O=C(O)c1cccc(S(=O)(=O)NCCc2ccccc2)c1	2	-5
O=C(Nc1ccc(Cl)cc1)C1(S(=O)(=O)c2ccccc2)CC1	-7	8
CCN(CC(=O)Nc1c(F)cccc1F)C(=O)/C=C/c1cn(Cc2ccccc2)nc1-c1cccnc1	-3	-3
Cc1nc(SCn2nnc3ccccc3c2=O)nc(C)c1C	-17	-2
O=[N+]([O-])c1ccc(NN=Cc2cc(Br)ccc2O)nc1	-15	-18
O=C(NCc1ccco1)Nc1ccc([N+](=O)[O-])cc1	-6	2
O=C(CSc1nnc(C2CC2)n1Cc1ccccc1)Nc1cccnc1Cl	-1	-5
COC(=O)c1cc(NC(=O)c2c(-c3c(Cl)cccc3Cl)noc2C)ccc1N1CCOCC1	10	-2
COc1ccc(CCNC(=O)CSc2nc3[nH]ncc3c(=O)n2-c2ccccc2OC)cc1OC	16	-13
CC(=O)C(=Nc1ccc(Cl)cc1Cl)NNc1cccc(Cl)c1	7	-5

The list is partial (hit frequency here may not be typical).
